Screening data (PubChem)
E coli growth: E. coli V3065 growth inhibition, primary screen, counter-screen for AddAB inhibitor project, absorbance, OD600; inhibition, % at 11.9 µM; 18 h; 330,000 tested, 0.27% active; AID 449728, 2010;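 active = inhibition above the campaign's mean inhibition across all tested compounds plus 3 SD, cut at about 9.9% in these data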;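 also: uninfected addAB+ strain grown without phage in ampicillin broth; 0% = DMSO wells and 100% = ciprofloxacin 0.95 µg/ml wells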
SUMO Mot1 rescue: yeast Mot1-301 growth rescue at high temperature, primary screen, SUMOylation pathway inhibitor project, S. cerevisiae, ATP luminescence, 38.5C; 320,000 tested, 1% active; S. cerevisiae Mot1-301 growth rescue; percent above DMSO median, 100 means doubled; growth rescue, % at 18.8 µM;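 active = every valid replicate shows activation above 250% relative to neutral control wells; inactive = the rest, any valid replicate at or below 250%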;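 also: OY570 slx delta 5 strain wells were the positive control but not used for scaling; some compounds called inactive have numbers as strong as hits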
OPRM1-OPRD1 inv: inverse agonists of MOR-DOR heterodimerization, primary screen, cell-based, luminescence; 340,000 tested, 0.21% active; cell-based MOR-DOR heterodimer luminescence, inverse agonism; inhibition, % at 9.3 µM; in the data active = inhibition above about 22%, passing the limit was not always enough;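 also: 0% = cells with DMSO and 100% = wells without cells with DMSO; values of inactives mirror those of a sister screen read the other way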
MOR-DOR ag: agonists of OPRM1-OPRD1 heterodimerization, primary screen, cell-based, luminescence. 340,000 tested, 0.3% active. activation, % at 9.3 µM. cells. Mu-type opioid receptor (Homo sapiens) + Delta-type opioid receptor (Homo sapiens), …; in the data active = activation above about 18%;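 also: 0% = vehicle-treated cells and 100% = reference agonist; values of inactives mirror those of a sister screen read the other way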
Pemphigus Ab inh: inhibitors of pemphigus antibody binding to DSG3, primary screen, biochemical, bead-based, flow cytometry, scFv-GFP; Desmoglein-3 (Homo sapiens), P32926; DSG3-coupled beads, scFv-anti-DSG3-GFP binding; stronger effect = lower value; binding (percent of control), % at 10 µM; 310,000 tested, 0.48% active; AID 588358, 2011;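 active = binding more than 3 SD below its plate's average and above zero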;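 also: hits lower antibody fragment binding to DSG3; some compounds called inactive have numbers as strong as hits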
Target sequence (P32926 whole entry, looked up, the tested form may be a part): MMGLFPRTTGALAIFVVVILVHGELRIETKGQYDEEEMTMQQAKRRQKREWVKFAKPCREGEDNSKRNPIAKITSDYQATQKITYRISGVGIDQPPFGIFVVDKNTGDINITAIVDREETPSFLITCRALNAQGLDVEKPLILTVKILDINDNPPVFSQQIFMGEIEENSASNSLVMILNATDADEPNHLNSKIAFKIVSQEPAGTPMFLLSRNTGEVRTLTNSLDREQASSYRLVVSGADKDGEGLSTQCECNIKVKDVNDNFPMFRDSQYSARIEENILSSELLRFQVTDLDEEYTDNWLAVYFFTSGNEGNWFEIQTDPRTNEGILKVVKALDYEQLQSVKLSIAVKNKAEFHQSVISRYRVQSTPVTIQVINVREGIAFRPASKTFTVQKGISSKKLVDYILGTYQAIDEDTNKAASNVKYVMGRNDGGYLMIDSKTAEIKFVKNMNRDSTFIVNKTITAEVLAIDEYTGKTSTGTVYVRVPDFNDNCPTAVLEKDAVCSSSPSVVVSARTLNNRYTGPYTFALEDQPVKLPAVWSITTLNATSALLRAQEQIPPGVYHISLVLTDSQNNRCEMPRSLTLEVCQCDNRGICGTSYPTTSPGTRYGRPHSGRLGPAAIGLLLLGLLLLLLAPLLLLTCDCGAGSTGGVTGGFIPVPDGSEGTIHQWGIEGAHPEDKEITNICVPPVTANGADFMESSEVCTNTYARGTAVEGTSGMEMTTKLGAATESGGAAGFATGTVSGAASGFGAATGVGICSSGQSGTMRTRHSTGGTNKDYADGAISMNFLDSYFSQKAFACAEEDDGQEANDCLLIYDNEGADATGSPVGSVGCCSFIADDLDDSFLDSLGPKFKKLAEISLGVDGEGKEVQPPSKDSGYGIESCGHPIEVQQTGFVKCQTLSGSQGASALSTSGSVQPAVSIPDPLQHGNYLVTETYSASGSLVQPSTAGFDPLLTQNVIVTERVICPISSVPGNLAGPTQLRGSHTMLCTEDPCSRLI
PfHsp90 set2: growth inhibition of PfHsp90-expressing yeast, primary screen, antimalarial PfHsp90 inhibitor project, S. cerevisiae, BacTiter-Glo luminescence, single point, set 2; BacTiter-Glo ATP, 48 h; yeast lacking PDR1 and PDR3 efflux regulators; inhibition, % at 9.4 µM; 310,000 tested, 0.32% active; AID 504621, 2011;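 active = every replicate shows inhibition above about 80%, whatever the replicate mean, limit read from the data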;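 also: 0% = DMSO neutral controls and 100% = 20 µM radicicol positive controls; yeast relying on Plasmodium falciparum Hsp90 in place of its own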
phage Ecoli inh: growth loss of phage-infected E. coli, primary screen, RecBCD inhibitor project, absorbance, with phage, HTS; inhibition, % at 11.9 µM; 360,000 tested, 0.26% active; in the data active = inhibition above about 11%
Arr AP2 block: inhibitors of beta-arrestin/AP2 binding, primary screen, biochemical, GPCR trafficking, flow cytometry; inhibition, % at 10 µM; FITC-arrestin peptide / GST-AP2 beads; AP2 beta2 appendage carries R879A mutation; 340,000 tested, 0.31% active; AID 504490, 2011; beta-arrestin 1 C-terminal peptide binding to AP2 beta2-adaptin appendage (human);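 active = inhibition above a set limit, near 3 SD of compounds lacking own fluorescence, cut at about 54% in these data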;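 also: plate controls were DMSO wells for no effect and 5 µM unlabelled arrestin peptide for full effect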
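System: GST-AP2 R879A glutathione beads; medium: PBS, Tween 20 0.05%, BSA 0.1%; reagent: fluorescein-tagged arrestin peptide at 50 nM final; schedule: pre-incubation 12 min, peptide binding 1 h, room temperature; detection: flow cytometry, FL1 (488/535 nm); read-out: inhibition as reduced fluorescein signal on beads, percent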
Tat export inh: E. coli Tat export inhibitors, primary screen, MC4100, TorA-mCherry reporter, fluorescence, single point; 340,000 tested, 0.036% active; AID 488895, 2010; inhibition, % at 10 µM;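 active = mean replicate inhibition at least 50% and at least half of replicates individually reaching 50%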;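 also: exported cargo escapes ClpAP degradation while cytoplasmic cargo is degraded and loses fluorescence; 0% = median of neutral control wells and 100% = median of NaSCN control wells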
PKA-R1A activ: activators of PKA-R1A holoenzyme, primary screen, biochemical, fluorescence polarization, Cy5-IP20, bovine R1A, mouse PKAc; PKA-R1A dissociation; scaled: DMSO 0%, 113 µM cGMP 100%; cAMP-dependent protein kinase type I-alpha regulatory subunit (Bos taurus) + …; AID 504707, 2011; activation, % at 11.4 µM; 340,000 tested, 0.083% active;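 active = percent activation above the mean of all tested compounds plus 3 SD, cut at about 19% in these data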;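 also: higher means more PKAc released from R1A so a rise in polarization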
AddAB inh: growth inhibition of E. coli expressing H. pylori AddAB, primary screen, AddAB inhibitor project, absorbance. 330,000 tested, 0.29% active. inhibition, % at 11.9 µM. AID 435030, 2010; in the data active = inhibition above about 12%;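 also: 0% = vehicle wells of infected cells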
* = called active by the depositor; . = not tested or not shown.

smiles	E coli growth	SUMO Mot1 rescue	OPRM1-OPRD1 inv	MOR-DOR ag	Pemphigus Ab inh	PfHsp90 set2	phage Ecoli inh	Arr AP2 block	Tat export inh	PKA-R1A activ	AddAB inh
NC(=O)c1c(/N=C/c2cccs2)sc2c1CCCC2	1.1	-20	.	.	113	.	2.7	2	.	.	0.1
Cc1ccc(C(C)NC(=O)Cc2cccs2)c(C)c1 (centres undefined)	1.7	2	12	-2.5	86	-1	-0.7	-3	-2	-9	3.7
CC1(NC(=O)N2CCCCC2)CCS(=O)(=O)C1 (centres undefined)	2.3	463	14	-2.8	90	14	0.1	-5	5	-8	6.5
COc1ccc(CC(=O)NNC2=Nc3cccc4cccc2c34)cc1OC	0.6	5	1	-0.1	97	52	1.0	-3	-1	-2	-0.1
CCOC(=O)c1ccc(NC(=S)NCCCN2CCCC2=O)cc1	0.2	-5	9	-2.0	98	0	-1.4	3	-4	-8	0.4
COc1ccc(C(CNC(=O)C(C)Oc2ccc(Br)cc2)N2CCCC2)cc1 (centres undefined)	1.6	.	15	-2.3	98	-5	2.7	-4	4	-10	3.7
Cc1noc(C)c1S(=O)(=O)N(CC(=O)NCc1ccccc1)c1ccc(C(C)C)cc1	-0.8	51	-4	0.7	89	15	3.0	10	-7	-7	1.7
CC(C(=O)NC1CCCc2ccccc21)N1CCN(Cc2ccc3c(c2)OCO3)CC1 (centres undefined)	-4.9	92	8	-1.6	.	16	2.6	5	5	4	-1.1
Cc1nn(C)cc1CNC(=O)c1ccc(F)cc1	-0.8	1	-7	1.2	103	18	3.2	3	9	-3	0.0
CC(=O)c1cc(Cl)ccc1OCc1cccc(S(=O)(=O)N2CCOCC2)c1	0.2	-16	4	-0.7	96	.	-0.5	-2	-7	-9	2.0
Cc1ccc(S(=O)(=O)N2CCN(C(=O)COC(=O)CSc3ccccc3)CC2)c(C)c1	-0.4	12	8	-1.6	106	-7	1.2	0	4	-11	-2.2
Cc1ccc(NC(=O)COC(=O)c2ccc(F)cc2Cl)c(Br)c1	-0.2	5	-33	7.3	.	-25	2.9	5	2	-2	-0.3
CCOc1ccc(C(=O)CCC(=O)Nc2cccc(S(=O)(=O)N3CCCCC3)c2)cc1	-0.3	7	-13	3.3	.	-6	-0.9	9	3	-3	2.3
COc1ccccc1-n1c(CNC(=O)c2ccco2)n[nH]c1=S	3.2	-1	7	-1.3	92	2	-1.8	-21	-6	-1	0.7
O=C(N/N=C/c1ccncc1)NC12CC3CC(CC(C3)C1)C2	-0.9	-6	4	-0.9	103	-13	-0.4	12	15	7	-1.4
CCOC(=O)c1c(NC(=O)CN2C(=O)NC3(CCC(CC)CC3)C2=O)sc(C)c1-c1ccc(C)cc1 (centres undefined)	-2.1	1	9	-1.8	104	2	-1.3	-2	4	-4	-0.9
CCOC(=O)CNC(=O)N1CCC(CCC(=O)N(C)Cc2ccccc2)CC1	1.5	-5	10	-2.0	91	-8	-0.6	7	0	-5	0.5
COc1ccc(-n2cnc3c(sc4nccc(N(C)C)c43)c2=O)cc1	0.1	-3	16	-2.8	80	24	1.3	7	-2	-8	-0.7
CCNCC(=O)N1c2ccccc2CCc2ccc(NC(C)=O)cc21	-0.9	10	11	-2.0	103	12	0.3	11	-2	-6	0.7
Cc1c(C(=O)N/N=C/c2ccoc2)cccc1[N+](=O)[O-]	-0.8	-4	3	-0.5	110	-10	1.6	28	1	-7	0.9
O=C(O)CCCC(=O)NCCc1ccncc1	0.5	-11	14	-2.4	99	-17	1.4	16	3	-1	-0.6
O=C(Oc1ccc(Cl)c2cccnc12)C12CC3CC(CC(C3)C1)C2	-0.6	-27	-15	3.0	82	27	1.8	-1	4	-10	1.3
CC(C)c1ccc(C2OCCCO2)cc1	.	.	2	-0.5	103	.	-0.4	5	0	1	.
COc1c(Br)cc([N+](=O)[O-])c(OC)c1C(=O)NC(=O)Nc1nc(C)cc(C)n1	-0.4	-14	13	-2.7	.	3	2.9	8	5	-1	0.4
Cc1ccc(S(=O)(=O)N2CCOCC2)cc1C(=O)N1CC(C)OC(C)C1 (centres undefined)	3.0	6	1	-0.2	99	2	1.0	34	-1	-10	5.7
CN(c1ccccc1)S(=O)(=O)c1ccc(C(=O)OCC(=O)NC(N)=O)cc1	0.3	.	10	-1.9	93	9	2.9	25	1	-1	2.5
Cc1ccc2c(c1)COc1c3ccc(C(=O)N[C@@H](CO)C(C)C)cc3nn1-2	1.8	14	2	-0.4	100	-27	1.3	2	0	-19	2.2
O=C1ON=C(c2ccc(Cl)cc2)/C1=C/c1ccc(O)cc1	-1.6	129	.	.	.	.	2.4	.	-2	.	0.4
CCCSc1nc(=O)n2cccc(C)c2n1	-2.4	626*	6	-1.1	100	-23	1.6	-13	-7	-8	0.3
O=C1/C(=C/c2ccccc2)Oc2cc(OC(=O)N3CCOCC3)ccc21	0.1	477	10	-2.0	113	-71	2.1	3	0	2	0.9
COc1ccc(N(C(=O)c2ccncc2)S(=O)(=O)c2ccc(OC)c(OC)c2)cc1	2.1	15	16	-3.2	107	10	2.6	-3	-7	12	3.5
COc1ccc(N2CCN(C(=O)c3ccc(C)c(Cl)c3)CC2)cc1	-2.2	.	7	-1.4	.	20	3.3	11	1	1	0.5
Clc1cccc(CSC2=NCCCN2)c1	-0.3	-14	13	-2.2	.	.	.	17	-1	-9	-1.4
Cc1cc(C)n(C(=O)c2cccc([N+](=O)[O-])c2)n1	-2.0	12	0	0.0	102	-4	3.2	8	-5	-1	-1.1
CC(C)CC[n+]1ccn(C2=C([O-])c3ccccc3C(=O)/C2=N\S(=O)(=O)c2ccccc2)c1	-0.9	0	-39	6.8	98	-12	.	-37	1	4	2.9
Cc1cc(C(=O)O)c(CCCN)s1	-0.4	5	8	-1.5	94	2	-0.3	11	-10	2	4.5
Cc1cc(SCC(=O)N2CCCC2=O)nc2ccccc12	-1.0	-14	0	-0.1	88	-41	2.9	23	-10	-7	-0.2
CCc1ccccc1OCC(=O)Nc1nc(-c2cccnc2)cs1	-6.9	-10	-16	3.3	113	75	-2.3	-18	1	-9	5.2
COc1cc(C#N)ccc1OCC(=O)NCc1cccs1	0.4	-11	14	-2.8	79	1	5.5	-3	-3	-4	2.1
COc1ccc(C(=O)N2CC(c3ccc(Cl)cc3)CC2=O)cc1 (centres undefined)	0.5	3	.	.	105	.	-1.2	7	.	.	7.1
COc1ccc(Nc2ncc(C(=O)N3CCN(c4ccccc4OC)CC3)c3ccccc23)cc1	-1.6	-30	-20	3.6	99	-14	1.5	10	4	4	-3.4
O=C(/C=C/c1ccccc1)N1CCN(c2ccc([N+](=O)[O-])c(N3CCOCC3)c2)CC1	0.3	2	4	-0.7	82	19	-0.2	-8	3	3	0.8
COc1cc(C(=O)Nc2cc(C)cc(C)c2)c(-n2cnnn2)cc1OC	-1.4	448	20	-3.7	101	-27	2.4	-24	-7	-8	3.2
CC(=O)c1c(C)oc2ccc(N(C(=O)C3CCCCC3)S(=O)(=O)c3cc([N+](=O)[O-])ccc3C)cc12	2.1	6	17	-3.1	124	2	2.4	2	2	-18	1.9
O=C(C[n+]1ccccc1)N/N=C/c1c(F)cccc1Cl	1.3	-12	8	-1.7	100	-9	0.4	35	-3	4	1.8
CCOc1ccccc1-n1c(SCC(=O)NCc2ccco2)nnc1-c1ccncc1	0.3	308	-6	1.0	96	-10	-0.6	3	6	-1	0.6
CC1Oc2ccccc2N(CC(=O)c2ccccc2)C1=O (centres undefined)	-0.3	-1	16	-3.1	95	.	.	11	8	-7	3.1
N#CC1=C(N)Oc2n[nH]c(-c3cccs3)c2C1C1CCCCC1 (centres undefined)	0.9	-13	-29	5.0	93	-8	2.8	25	-1	-3	-3.4
O=C1[C@@H]2C(c3cccnc3)=NO[C@@H]2C(=O)N1c1ccc2ccccc2c1	-0.6	29	14	-2.8	106	-71	-1.3	-1	2	2	-1.1
COc1ccc(S(=O)(=O)N(C)CC(=O)N2CCOCC2)cc1Cl	-1.2	-2	10	-1.7	107	19	0.4	-2	-4	0	-1.7
C=CCSc1nnc(-c2cccc3ccccc23)o1	2.1	.	21	-4.6	111	-26	2.6	17	4	-16	4.0
N#C/C(=C(/O)c1ccc([N+](=O)[O-])s1)c1nc2ccccc2[nH]1	1.5	31	-20	4.0	94	-80	-1.7	0	5	-3	-0.8
Cc1cc(C)n2nc(SCc3nc4ccccc4[nH]3)nc2n1	1.0	317	9	-1.8	109	.	-0.1	23	-7	0	4.9

Whole records, quoted from the list. Order of screens: E coli growth	SUMO Mot1 rescue	OPRM1-OPRD1 inv	MOR-DOR ag	Pemphigus Ab inh	PfHsp90 set2	phage Ecoli inh	Arr AP2 block	Tat export inh	PKA-R1A activ	AddAB inh
CC(=O)c1c(C)oc2ccc(N(C(=O)C3CCCCC3)S(=O)(=O)c3cc([N+](=O)[O-])ccc3C)cc12 is listed as 2.1	6	17	-3.1	124	2	2.4	2	2	-18	1.9
CCOc1ccccc1-n1c(SCC(=O)NCc2ccco2)nnc1-c1ccncc1 is listed as 0.3	308	-6	1.0	96	-10	-0.6	3	6	-1	0.6
C=CCSc1nnc(-c2cccc3ccccc23)o1 is listed as 2.1	.	21	-4.6	111	-26	2.6	17	4	-16	4.0
O=C1[C@@H]2C(c3cccnc3)=NO[C@@H]2C(=O)N1c1ccc2ccccc2c1 is listed as -0.6	29	14	-2.8	106	-71	-1.3	-1	2	2	-1.1
Cc1cc(C)n2nc(SCc3nc4ccccc4[nH]3)nc2n1 is listed as 1.0	317	9	-1.8	109	.	-0.1	23	-7	0	4.9
